DT40 TDP1 no CPT = qHTS for Inhibitors of human tyrosyl-DNA phosphodiesterase 1 (TDP1): qHTS in cells in absence of CPT. 15% of 420,000 active. DT40 Tdp1-/- hTDP1 cells, no CPT, ATP luminescence, 48 h. Potency, µM (doses to about 46.2 µM), for inactives: top-dose activity change, negative = growth inhibition, hits mostly inhibitors; further: nearly all actives have a fitted effect of over 55% in size
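Chicken DT40 Tdp1-/- cells complemented with human TDP1, screened without camptothecin (DMSO vehicle only), 400 cells/well. Compounds pin-transferred, cells incubated at 37 °C for at least 48 hr. Growth read as ATP-dependent luminescence (CellTiter-Glo, 30 min at RT).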
TDP1 inh = qHTS Assay for Inhibitors of Tyrosyl-DNA Phosphodiesterase (TDP1); Tyrosyl-DNA phosphodiesterase 1 (Homo sapiens), Q9NUW8; recombinant TDP1, AlphaScreen DNA substrate cleavage; Potency, µM (series often up to 130 µM), without a hit: top-dose activity change, negative = inhibition, actives largely listed as inhibitors; 0.28% of 350,000 active; AID 485290, 2010; further: nearly all actives have a fitted effect of over 40% in size
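Recombinant human Tdp1 (E. coli-expressed, 1 nM final) preincubated with compounds 15 min at room temperature, then 5'-biotin/3'-phosphotyrosine-FITC DNA substrate (15 nM final) added for 5 min. AlphaScreen beads (10 ug/ml final) added 10 min; cleavage lowers signal.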
KAT2A inh = qHTS Assay for Inhibitors of GCN5L2 | Histone acetyltransferase KAT2A (Homo sapiens), Q92830 | GCN5L2 HAT assay, ThioGlo1 CoA-SH fluorescence | Potency, µM (highest dose often 58.9 µM), for the others: top-dose activity change, negative = inhibition, hits mostly inhibitors | 0.21% of 390,000 active | AID 504327, 2011
Target sequence (Q92830 whole entry, looked up): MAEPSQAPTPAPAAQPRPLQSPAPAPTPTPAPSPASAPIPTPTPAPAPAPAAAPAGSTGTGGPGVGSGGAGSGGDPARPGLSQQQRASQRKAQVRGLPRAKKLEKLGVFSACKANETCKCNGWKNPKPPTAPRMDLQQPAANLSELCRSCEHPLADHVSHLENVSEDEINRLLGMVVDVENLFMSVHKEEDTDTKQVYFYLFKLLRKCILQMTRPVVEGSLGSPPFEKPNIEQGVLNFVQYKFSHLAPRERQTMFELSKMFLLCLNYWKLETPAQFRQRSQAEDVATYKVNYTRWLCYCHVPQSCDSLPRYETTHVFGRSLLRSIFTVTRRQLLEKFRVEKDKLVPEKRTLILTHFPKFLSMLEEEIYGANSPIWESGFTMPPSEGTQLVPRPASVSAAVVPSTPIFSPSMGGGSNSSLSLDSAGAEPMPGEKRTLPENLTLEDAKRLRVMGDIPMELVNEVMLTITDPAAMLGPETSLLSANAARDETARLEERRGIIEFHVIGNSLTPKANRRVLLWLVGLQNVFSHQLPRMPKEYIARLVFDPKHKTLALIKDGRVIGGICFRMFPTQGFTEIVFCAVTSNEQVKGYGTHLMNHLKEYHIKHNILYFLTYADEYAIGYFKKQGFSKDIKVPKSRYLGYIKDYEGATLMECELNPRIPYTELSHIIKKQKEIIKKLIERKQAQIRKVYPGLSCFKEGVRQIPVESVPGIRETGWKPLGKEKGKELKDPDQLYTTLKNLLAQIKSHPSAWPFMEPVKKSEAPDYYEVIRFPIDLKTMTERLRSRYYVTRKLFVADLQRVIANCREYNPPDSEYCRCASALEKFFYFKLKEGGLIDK
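GCN5L2 (20nM final) in 50mM HEPES, 0.1mM EDTA pH 7.5, 0.01% Tween-20 was preincubated 15 min at room temperature with compound, then given ThioGlo1 (50uM), H3(1-25) peptide (75uM) and acetyl-CoA (70uM); CoA-thiol fluorescence (Ex340/Em540) was read at 0 and 20 min.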
An asterisk follows results filed as active; u = inconclusive; x = not tested or not shown; & = joins results of further samples; [ ] = dose if it differs, or a comment. The call rests on the fitted dose curve; in most records, active means well fitted curve in the direction sought with a large enough effect; inconclusive means small, poorly fitted or top-dose-only effect, or another doubt; inactive means no such curve, though single readings can be large; an effect the other way counts as inactive or inconclusive. On the % scale 0 is the no-effect control and ±100 the full control effect; potency means the concentration at half of the fitted maximal effect. Only part of the results is shown, so the mix of outcomes need not match the whole.

Structure	DT40 TDP1 no CPT	TDP1 inh	KAT2A inh
Cc1ccc(-c2cc(C(=O)N/N=C/c3ccco3)[nH]n2)cc1	-21.9%	3.6%	-7.5%
Cn1nccc1C(=O)N1CCCC(C(=O)c2ccc(Oc3ccccc3)cc2)C1 (centres undefined)	u	6.9%	-7.9%
N#Cc1ccccc1CSCCNC(=O)Cc1c(F)cccc1Cl	-27.0%	-0.6%	0.4%
O=C(CSc1nc2ccccc2c(=O)n1-c1ccc(F)cc1F)Nc1ccc2c(c1)CCC2	u	-2.7%	-8.7%
Cc1ccc(O)c(C(=O)/C=C/c2ccc3c(c2)OCCCO3)c1	u	8.2%	-5.7%
CC(C)(Oc1ccc(Cl)cc1)C(=O)NCCN1C(=O)S/C(=C/c2cccnc2)C1=O	u	7.1%	-1.4%
COc1cc(NC(=O)c2cc(OC)c(OC)c(OC)c2)c(OC)cc1NC(=O)CN1CCCCC1	u	6.8%	-3.4%
CN1C2C=C(N(CCc3c[nH]c4ccccc34)C(=O)c3ccc(Cl)cc3)CC1CC2 (centres undefined)	u	7.9%	-7.9%
CC(=O)c1cccc(NC(=O)COC(=O)CCC(=O)c2ccc(F)cc2)c1	-4.8%	0.0%	-0.1%
O=C(c1cc(COc2ccc(F)cc2Cl)on1)N1CCCC(c2ccccc2)C1 (centres undefined)	u	9.0%	-9.4%
CC(=O)c1ccc(N2CCN(c3nc4c(S(=O)(=O)c5ccc(C)c(C)c5)nnn4c4ccc(Cl)cc34)CC2)cc1	-0.2%	2.0%	-2.1%
Cc1cccc(OCC(=O)NCCCNC(=O)c2ccc(C)nc2)c1	-0.4%	1.3%	-0.9%
Cc1ccc(NC(=O)COc2ccc(/C=C3/NC(=O)NC3=O)cc2)cc1	-8.9%	-3.5%	-6.1%
CC(=O)c1ccc(NC(=O)N2CCc3ccccc3C2)cc1	u	5.9%	-19.1%
CC(NC(=O)c1cccc(Cl)c1)C1CC2CCC1C2 (centres undefined)	-21.5%	-4.1%	-16.7%
CC(=O)O[C@@]1(C(C)=O)CCC2C3C=C(Cl)C4=CC(=O)CC[C@]4(C)C3CC[C@]21C (some centres undefined)	u	14.1%[56.1 µM]	-10.2%
C=CCc1c(C)nc(SCC(N)=O)[nH]c1=O	-10.7%	0.0%	-6.8%
Cc1cccc(C)c1NC(=O)CN(C)C(=O)CC1OC(=O)c2ccccc21 (centres undefined)	-9.8%	0.5%	-7.4%
Cc1cccc(NC(=S)Nc2ccc(Oc3ccccc3)cc2)n1	u	1.8%	5.7%
CC1CCC(Nc2ncnc3onc(-c4ccc(Cl)cc4)c23)CC1 (centres undefined)	u	3.2%	-6.1%
O=C(CSc1nnc(-c2ccco2)n1Cc1ccccc1)NC(=O)NCc1ccco1	u	10.5%	-24.3%
Cc1nc2cnc(N(C)C)nc2n(CCC#N)c1=O	29.5%	x	-21.2%
O=C(Cc1ccccc1)N/N=C\c1ccc(Br)o1	0.7%	2.0%	u
O=c1[nH]nc(CNc2ccc(C(F)(F)F)cc2)c2ccccc12	14.6µM*	-3.6%	-4.1%
Cc1ccc(C)c(NC(=O)C(c2ccccc2)N2Cc3ccccc3C2=O)c1 (centres undefined)	-25.8%	3.7%	-16.3%
COc1ccc(C(=O)C2CCCN(C(=O)c3ccnn3C)C2)cc1OC (centres undefined)	16.3%	2.2%	-2.4%
CCN1C(=O)c2ccccc2Sc2ccc(NC(=O)Nc3cc(C)cc(C)c3)cc21	6.51µM*	5.7%	-14.7%
C/C(=N\NC(=O)c1cc(C)oc1C)c1ccc(C)c([N+](=O)[O-])c1	u	-0.1%	-7.6%
COc1ccc(/C=C/c2nc(N)nc(-c3ccccc3O)n2)cc1	u	-1.2%	-2.1%
COc1cc(OC)cc(Oc2ccc(S(=O)(=O)N3CCCCC3)cc2[N+](=O)[O-])c1	u	9.4%	-4.8%
Cc1noc(C)c1COc1ccc(CC(=O)NC2CCCCCC2)cc1	u	2.3%	1.9%
Cn1c(=O)c2c(nc(NN=C3CCCCC3)n2C)n(C)c1=O	u	5.8%	-1.3%
CCCC(=O)Nc1cccc(-c2nc3ccccc3c(=O)o2)c1	2.5%	7.7%	-8.3%
CN(C)c1ccc(CNS(=O)(=O)c2ccc3[nH]c4c(c3c2)CCCCC4)cc1	x	6.3%	4.2%
C[N+](C)(C)CC(=O)N/N=C/c1c2ccccc2cc2ccccc12	-4.7%	-0.2%	-1.9%
O=C(COC(=O)CCS(=O)(=O)c1ccccc1)Nc1cc(S(=O)(=O)N2CCCCC2)ccc1Cl	-23.0%	x	-3.6%
O=C1CC(NCCN2CCOCC2)C(=O)N1Cc1ccc(N2CCCC2=O)cc1 (centres undefined)	-13.2%	0.0%	0.6%
CCOC(=O)c1cc2c3ccccc3n(CC)c2nc1N	-17.4%	0.0%	10.1%
CCC(=O)Oc1ccc2c(c1)O/C(=C\c1ccco1)C2=O	u	0.0%	-5.6%
O=C(O)c1cc2cc(OCc3ccccc3)ccc2[nH]1	-23.7%	0.5%	-6.5%
COc1ccc(S(=O)(=O)NC2CC(=O)N(c3ccc(C)c(C)c3)C2)cc1C (centres undefined)	u	x	-9.3%
COc1ccccc1CCNC(=O)c1cccc(S(=O)(=O)NCc2ccccc2)c1	u	x	-4.4%
COc1ccc(OCC(=O)Nc2ccc3c(c2)OCO3)cc1	-8.9%	x	-1.0%
O=C(NCCc1ccccc1)c1ccc2nc3cc(Cl)ccc3c(=O)n2c1	6.1%	x	1.3%
CCOC(=O)c1ccc(NC2(c3ccccc3)C(=O)c3ccccc3C2=O)cc1	-5.6%	7.4%	-3.2%

Next section.
mol	DT40 TDP1 no CPT	TDP1 inh	KAT2A inh
CCC(C)Sc1nc2c(c(=O)[nH]c(=O)n2C)n1Cc1ccccc1Cl (centres undefined)	u	-2.1%	-1.4%
O=C(CSc1ccc2nnc(-c3ccccn3)n2n1)N1CCN(c2ccccc2)CC1	-29.3%	3.7%	-1.9%
O=C(CCNC(=O)c1ccc(Cl)cc1)NCCCN1CCOCC1	-19.8%	0.8%	-1.0%
CCOC(=O)N1CCN(C(=O)c2ccc(N(Cc3ccccc3Cl)S(C)(=O)=O)cc2)CC1	-6.6%	x	18.4%
Cc1ccc(OCCCCN2CCc3ccccc3C2)cc1	u	6.9%	-3.7%
CN(CC(=O)O)S(=O)(=O)/C=C/c1ccccc1	u	3.1%	16.8%
O=C(N/N=C/c1c(Cl)nc2ccccn2c1=O)c1cccnc1	u	-2.4%	-2.7%
COc1ccc(OC)c(N(CC(=O)Nc2ccccc2C(=O)NCc2ccco2)S(C)(=O)=O)c1	0.3%	3.8%	-9.1%
O=C1CCc2ccc(OCCCCN3CCN(c4cccc(Cl)c4Cl)CC3)cc2N1	14.6µM*	19.4%&8.7%	u
CCOCCCNc1ccc(N2C(=O)CCCC2=O)cc1[N+](=O)[O-]	-3.0%	x	-4.7%
Cc1ccc2nc(NC(=O)CSc3nc(=O)n(CCCN(C)C)c4c3CCC4)sc2c1	13µM*	0.0%	-10.2%
CCOC(=O)c1c(C)nc2c(c1-c1cc(OC)ccc1OC)C(=O)CC(C)(C)C2	-4.8%	1.4%	0.0%
CCOC(=O)NC(=O)/C(N=Nc1cc(C)cc(C)c1)=C(\C)O	-15.7%	5.5%	9.3%
CC(C)OC(=O)c1c(NC(=O)c2ccco2)sc2c1CCCCC2	u	x	3.4%
CCOc1ccc(Nc2cc(=O)[nH]c(=O)[nH]2)cc1	-16.9%	4.5%	-12.3%
C/C=C/C(=O)Nc1cccc(C2=NOC3(C2)C[C@@H](C(N)=O)N(C(=O)c2cc([N+](=O)[O-])cc([N+](=O)[O-])c2C)C3)c1 (some centres undefined)	-8.8%	2.4%	-5.3%
CC(C(=O)Nc1ccccc1F)N1C(=O)c2ccccc2C1=O (centres undefined)	-8.7%	4.0%	-15.6%
O=C1Nc2ccccc2C1Cc1ccccc1 (centres undefined)	-9.7%	x	1.3%
CC1(C)CC(=O)C2=C(C1)NCN(CCCN1CCOCC1)C2	-11.2%	-3.1%	-1.9%
CC(=O)c1ccc(N2CCN(C(=S)Nc3ccc(Cl)c(Cl)c3)CC2)cc1	-26.7%	0.0%	-1.1%
O=C(COc1ccc(Cl)c(Cl)c1)NN1C(=O)C2C(C1=O)C1C=CC2C12CC2 (centres undefined)	18.4µM*	7.7%	-0.7%
CCc1ccc(NS(=O)(=O)c2c(C)noc2C)cc1	-19.7%	0.5%	1.9%
CCOC(=O)N1CCN(c2ccc(Cl)cc2)CC1	-5.2%	3.5%	-0.8%
COc1ccc(/C=C2/SC(=S)N(NS(=O)(=O)c3ccccc3)C2=O)cc1	-10.6%	0.5%	-7.8%
COc1ccc(/C(C)=N/Nc2nncc3ccccc23)cc1	-18.2%	x	-4.8%
Cc1ccc(C(=O)C(C)OC(=O)Cn2c(C)csc2=O)cc1 (centres undefined)	16.0%	2.6%	3.0%
CC(C)c1cc(C(=O)N/N=C/c2cccnc2)n[nH]1	-2.9%	0.0%	0.1%
Cc1nnc(NC2=NCCCCC2)o1	4.1%	-0.5%	-7.6%
NC(=O)C1=C[C@H](c2coc3ccccc3c2=O)C[C@H](OCc2ccc(CO)cc2)O1	-10.6%	3.8%	0.6%
CCOc1ccc(NC(=O)Cn2nnc(-c3nc(-c4ccncc4)no3)c2N)cc1	-10.9%	5.6%	0.6%
O=C(CSc1nc2ncc(Cl)cc2[nH]1)Nc1cccc(F)c1	u	0.5%	-0.3%
O=C(C[C@H]1C/C=C\C[C@@H](Cc2ccc(F)cc2)C(=O)OC[C@H]2CCCN2C1=O)N[C@@H](CO)Cc1ccccc1	u	0.0%	2.1%
CC(Oc1ccc(Cl)cc1)C(=O)NCCN1C(=O)S/C(=C\c2cccnc2)C1=O (centres undefined)	18.4µM*	-2.7%	-2.3%
O=c1c2c3c(sc2ncn1-n1cccc1)CCCCC3	u	0.0%	-2.5%
CC1(NC(=O)CN2CCN(c3cnn(-c4ccccc4)c(=O)c3Cl)CC2)CCS(=O)(=O)C1 (centres undefined)	12.6%	1.0%	-0.3%
Cc1ccc(-c2n[nH]c(=S)n2Cc2ccccc2)cc1	-21.7%	1.5%	0.8%
O=c1cc(-c2ccccc2Cl)oc2c(NS(=O)(=O)c3ccccc3OC(F)(F)F)ccc(O)c12	u	x	-21.7%
Cc1nnc(SCC(=O)N2c3ccccc3C(C)(c3ccccc3)CC2(C)C)s1 (centres undefined)	11.6µM*	8.2%	-7.4%
CC(=O)N1c2ccccc2C(CBr)=CC1(C)C	-6.6%	1.2%	-8.1%
CN(C)c1ccc(/C=C/C(=O)c2ccc(O)cc2)cc1[N+](=O)[O-]	u	5.1%	-9.7%
COC(=O)c1sc2nc(N)c(C#N)cc2c1N	u	-9.3%	-4.0%
CCS(=O)(=O)n1nc(-c2ccc(OC)cc2)nc1N	-6.9%	0.0%	37.2%[activator]
Cc1[nH]c2ccc(C(=O)OC(C)C(=O)N(C)C3CCCCC3)cc2c1C (centres undefined)	u	1.3%	-4.2%

Fetched by compound from the entries so far (six):
mol	DT40 TDP1 no CPT	TDP1 inh	KAT2A inh
CC(=O)N1c2ccccc2C(CBr)=CC1(C)C	-6.6%	1.2%	-8.1%
CCS(=O)(=O)n1nc(-c2ccc(OC)cc2)nc1N	-6.9%	0.0%	37.2%[activator]
Cc1[nH]c2ccc(C(=O)OC(C)C(=O)N(C)C3CCCCC3)cc2c1C (centres undefined)	u	1.3%	-4.2%
COC(=O)c1sc2nc(N)c(C#N)cc2c1N	u	-9.3%	-4.0%
Cc1nnc(SCC(=O)N2c3ccccc3C(C)(c3ccccc3)CC2(C)C)s1 (centres undefined)	11.6µM*	8.2%	-7.4%
Cc1ccc(-c2n[nH]c(=S)n2Cc2ccccc2)cc1	-21.7%	1.5%	0.8%
